From PubChem
POLB inh: blocks human DNA polymerase beta activity | 340,000 tested, 1.3% active | Potency, µM (titrated, usually from 114 µM), without a hit: at the highest dose activity change, negative = inhibition, usual class: inhibitors | P06746 | Pol beta primer extension/strand displacement, fluorescence kinetic | AID 485314; further: potency means the concentration at half of the fitted maximal effect; on the % scale 0 is the no-effect control and ±100 the full control effect
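Pol beta (10 nM) and compounds were preincubated 15 min at room temperature, then 50 nM substrate (final) started primer extension/strand displacement. Reads were taken at 0 and 10 min; concentration-response data were fitted to a four-parameter Hill equation.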
APE1 inh: APE1 (human) endonuclease inhibition. AID 2517. Potency, µM (titrated, usually from 65.8 µM), for inactives: top-dose activity change, negative = inhibition, actives largely listed as inhibitors. recombinant APE1, TAMRA/BHQ-2 abasic DNA cleavage fluorescence. P27695. 350,000 tested, 0.35% active;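 further: potency means the concentration at half of the fitted maximal effect; plate controls were vehicle for no effect and reference inhibitor for full effect; nearly all actives have a fitted effect of over 55% in size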
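APE1 at 0.75 nM preincubated 15 min at room temperature with compound. Reaction then started with 50 nM double-stranded THF-abasic substrate labelled with TAMRA/BHQ-2, and 525/598 nm fluorescence read kinetically. Activity taken as third-minus-first read difference, normalized to DMSO and NSC13755 controls.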
POLI inh: inhibitors of human DNA polymerase iota | Q9UNA4 | Pol iota fluorescent replication assay, 10 min | Potency, µM (doses to about 115 µM), without a hit: at the top dose activity, negative = inhibition, most hits filed as inhibitors | 390,000 tested, 1% active | AID 588590; further: potency means the concentration at half of the fitted maximal effect
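Fluorescent replication assay read twice, at 0 min and 10 min after adding 50 nM (final) substrate. Enzyme (10 nM) and compounds were first incubated 15 min at room temperature; enzyme-free buffer wells were negative controls.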
TRHR ag: activates the human TRH receptor | P34981 | TRHR cells, calcium flux fluo-8, FDSS agonist mode | activation, % at 2 µM | 360,000 tested, 0.18% active; in the data active means activation above about 30%; further: 0% is about no effect
Target sequence (P34981 whole entry, looked up): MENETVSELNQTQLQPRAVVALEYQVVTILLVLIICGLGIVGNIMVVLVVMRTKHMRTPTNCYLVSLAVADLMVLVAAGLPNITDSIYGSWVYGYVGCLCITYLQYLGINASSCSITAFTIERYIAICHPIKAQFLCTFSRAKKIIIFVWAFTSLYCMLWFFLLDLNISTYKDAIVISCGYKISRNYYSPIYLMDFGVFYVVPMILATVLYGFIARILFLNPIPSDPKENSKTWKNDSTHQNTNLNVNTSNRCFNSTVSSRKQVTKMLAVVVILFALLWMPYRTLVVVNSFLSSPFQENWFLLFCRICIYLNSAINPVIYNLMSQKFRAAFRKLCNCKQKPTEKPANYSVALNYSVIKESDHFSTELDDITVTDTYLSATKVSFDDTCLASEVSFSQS
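TRHR-expressing cells loaded with fluo-8 calcium dye; 23 nL library compound pin-transferred, kinetic FDSS fluorescence (Ex 480/Em 530) recorded about 180 s for agonist-induced calcium release, before a 10 nM TRH EC20 addition for potentiator mode.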
12-LOX inh: inhibitors of human 12S-lipoxygenase ALOX12; P18054; purified 12hLO, xylenol orange hydroperoxide absorbance; Potency, µM (top dose mostly 108 µM), for the others: top-dose activity change, negative = inhibition, usual class: inhibitors; 580,000 tested, 1.1% active; AID 1671190; further: potency means the concentration at half of the fitted maximal effect; on the % scale 0 is the no-effect control and ±100 the full control effect
Target sequence (P18054 whole entry, looked up): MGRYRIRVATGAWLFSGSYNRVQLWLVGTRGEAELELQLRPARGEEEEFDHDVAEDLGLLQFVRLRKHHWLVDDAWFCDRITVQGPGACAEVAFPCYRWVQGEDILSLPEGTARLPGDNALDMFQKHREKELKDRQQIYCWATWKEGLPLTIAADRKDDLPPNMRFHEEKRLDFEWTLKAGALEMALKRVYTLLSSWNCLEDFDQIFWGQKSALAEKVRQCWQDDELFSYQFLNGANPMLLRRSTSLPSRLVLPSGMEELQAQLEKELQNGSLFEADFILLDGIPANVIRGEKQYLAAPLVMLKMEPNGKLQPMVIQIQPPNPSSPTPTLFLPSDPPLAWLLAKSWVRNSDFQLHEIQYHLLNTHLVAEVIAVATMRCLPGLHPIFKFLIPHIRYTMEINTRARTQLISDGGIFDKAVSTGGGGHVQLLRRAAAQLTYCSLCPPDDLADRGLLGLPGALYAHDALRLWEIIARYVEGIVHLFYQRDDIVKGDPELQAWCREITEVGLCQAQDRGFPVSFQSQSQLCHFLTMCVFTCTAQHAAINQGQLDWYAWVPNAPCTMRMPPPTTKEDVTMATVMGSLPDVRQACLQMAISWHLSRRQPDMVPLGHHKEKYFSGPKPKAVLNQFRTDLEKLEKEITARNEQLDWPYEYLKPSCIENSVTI
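Purified human 12hLO at 150 nM in 25 mM Hepes, 0.01% Triton X-100, pH 7.0, preincubated 15 min at room temperature with compound. Reaction started with 40 uM arachidonic acid, 30 min at room temperature. Hydroperoxide measured by Fe-xylenol orange, 573/405 nm absorbance ratio.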
BLM inh: blocks DNA unwinding by human BLM helicase; P54132; recombinant BLM DNA unwinding, fluorescence dequenching; Potency, µM (top dose mostly 56.1 µM), inactives show top-dose activity change, negative = inhibition, usual class: inhibitors; 350,000 tested, 0.2% active; AID 2528;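 further: potency means the concentration at half of the fitted maximal effect; plate controls were vehicle for no effect and no enzyme for full effect; nearly all actives have a fitted effect of over 35% in size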
Anesthetic bind: candidate novel general anesthetic via apoferritin binding. P02791. apoferritin/1-aminoanthracene competitive binding, fluorescence. Potency, µM (series often up to 77.5 µM), for the others: top-dose activity change, negative = displacement, usual class: inhibitors. 350,000 tested, 0.074% active. AID 485281; further: potency means the concentration at half of the fitted maximal effect; on the % scale 0 is the no-effect control and ±100 the full control effect; nearly all actives have a fitted effect of over 20% in size
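Horse-spleen apoferritin (10 uM) in 50% saturated 1-aminoanthracene in PBS was incubated 10 min at room temperature with compound. Fluorescence (ex 380, em 535 nm) was normalized to free and bound 1-AMA, with concentration-response fitted by a four-parameter Hill equation.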
ERG Ets-DNA blk: ERG Ets/DNA interaction inhibition. P11308. fluorescence polarization, His-ERG Ets domain / labelled DNA. Potency, µM (series often up to 76.9 µM), for the others: top-dose FP activity, negative = inhibition, most hits filed as inhibitors. 370,000 tested, 0.028% active. AID 624246; active means well fitted inhibition curve with a large enough effect in the polarisation, with a control signal flat; inconclusive means small, poorly fitted or top-dose-only effect, or effect the other way, or a change in a side signal; inactive means no such curve, though single readings can be large or run the other way; the % refers to the polarisation;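 further: polarization taken with two DNA probes labelled with fluorescein and Texas red; potency means the concentration at half of the fitted maximal effect; % of control where 0% means no effect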
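His-tagged ERG Ets domain (1 uM in the protein solution; 300mM KCl, 50mM Tris-HCl, 1mM EDTA, 1mM DTT, pH 7.5) received compound, then a probe mix of 5 nM fluorescein-DNA and 100nM Texas-615-DNA. Fluorescence polarization was read for both dyes.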
Pol kappa inh: inhibitors of human DNA polymerase kappa; Q9UBT6; purified Pol kappa, fluorescent DNA synthesis assay, 10 min; Potency, µM (titrated, usually from 107 µM), for the others: at the top dose activity, negative = inhibition, actives largely listed as inhibitors; 400,000 tested, 0.53% active; AID 588579; further: potency means the concentration at half of the fitted maximal effect; on the % scale 0 is the no-effect control and ±100 the full control effect
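Kinetic fluorescence readout at 0 and 10 min followed reaction start with substrate at 50 nM final. Beforehand, enzyme (10 nM Pol kappa) stood 15 min with compound at room temperature; buffer-only wells were negative controls.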
An asterisk follows results filed as active; ? = inconclusive; nt = not tested or not shown; & = joins results of further samples; [ ] = another dose, or the depositor's remark. Unless noted, the call rests on the fitted dose curve; in most records, active means well fitted curve in the direction sought with a large enough effect; inconclusive means small, poorly fitted or top-dose-only effect, or another doubt; inactive means no such curve, though single readings can be large; an effect the other way counts as inactive or inconclusive. Some of the compounds tested; rates above refer to the full screens.

Structure	POLB inh	APE1 inh	POLI inh	TRHR ag	12-LOX inh	BLM inh	Anesthetic bind	ERG Ets-DNA blk	Pol kappa inh
CCOC(=O)C(NCc1ccccc1OC)(NC(=O)c1ccccc1)C(F)(F)F (configuration not stated)	10.8%	-2.8%	19.9%	0.7	0.0%	-0.3%	-16.0%	2.5%	-12.2%
O=C1c2cc([N+](=O)[O-])ccc2-c2cc(Cl)c(NC(=O)C(F)(F)F)cc21	nt	nt	10.0%	nt	?	nt	nt	-4.2%	-7.1%
Cc1ccc2c(c1)[C@H]1OCC[C@H]1[C@@H](c1ccncc1)N2	15.2%	4.7%	88.4%[activator]	-0.4	?	0.8%	-7.3%	-8.2%	3.7%
Cc1ccc2oc(C(=O)NCC(c3ccco3)N(C)C)c(C)c2c1 (configuration not stated)	-13.4%	50.2%	-5.6%	-0.2	-17.9%	-9.1%	-1.9%	-13.3%	-8.3%
COc1cccc(-c2sc3ccc(OC)cc3c2-c2ccc(O)cc2)c1	nt	-3.0%	7.1%	0.3	-22.8%	nt	nt	0.8%	-6.3%
Cn1nc(C(C)(C)C)c([N+](=O)[O-])c1C(=O)N1CCCCCC1	0.2%	2.9%	-12.5%	0.4	0.0%	-0.8%	-10.5%	-6.7%	-4.9%
CCC(=O)N1CCc2cc(S(=O)(=O)NC(CC(C)C)C(=O)NCc3cccc(OC)c3)ccc21 (configuration not stated)	27.9%	nt	-4.7%	-0.9	-0.3%	-2.2%	-0.5%	1.1%	-7.1%
O=C(C1=C(O)C(=O)N(CCCN2CCOCC2)C1c1ccc(Cl)cc1)c1cc2ccccc2o1 (configuration not stated)	1.9%	-17.0%	27.8%	-0.1	?	-3.5%	-7.6%	-15.3%	-3.7%
Cc1ccc(OC(C)C(=O)Nc2ccncc2)cc1 (configuration not stated)	23.1%	19.8%	44.1%[activator]	0.8	8.7%	3.1%	-1.7%	-2.4%	-1.6%
C=CCNC(=O)CN1CCN(Cc2ccc3c(c2)OCO3)CC1	21.4%	1.0%	?	0.7	?	6.0%	-4.7%	-2.0%	-11.1%
CSc1nc2c(c(=O)n1Cc1ccccc1)SC(C)C2 (configuration not stated)	-26.0%	-6.0%	-6.2%	-1.4	-6.7%	-2.2%	-9.9%	nt	-2.4%[60.1 µM]
N#CC1=C(S)N(c2ccccc2)C(c2ccc(-c3cccc(Cl)c3)o2)NC1=O (configuration not stated)	13.3%	-1.1%	?	-0.1	-9.2%	-10.6%	-16.2%	3.0%	-4.0%
COc1ccccc1NC(=O)N(Cc1ccccc1)c1ccccn1	-28.2%	-3.9%	-7.4%	0.2	-4.1%	-10.5%	-12.1%	3.1%	-10.1%
O=C(O)c1ccccc1C(=O)NNC(=O)C(c1ccccc1)c1ccccc1	42.4%	-12.3%	19.2%	-0.2	-3.3%	-1.3%	-16.3%	-9.0%	4.3%
Cc1cc(C)nc(/N=C(\N)Nc2ccc(C)c([N+](=O)[O-])c2)n1	3.9%	-3.8%	14.8%	1.8	-3.2%	4.1%	-21.0%	-1.1%	-11.9%
O=C(COC(=O)CNS(=O)(=O)/C=C/c1ccccc1)Nc1cccc2ccccc12	-21.9%	-3.7%	89.2%[activator]	0.1	-20.2%	3.2%	-6.5%	-2.1%	0.6%
Cc1nc2ccc([N+](=O)[O-])cc2nc1C	1.1%	0.3%	10.4%	0.2	2.7%	-2.0%	-11.4%	7.6%	-4.0%
Cc1cc(/C=C2/SC(=O)NC2=O)c(C)n1-c1ccc(N2CCOCC2)cc1	12.8%	-3.0%	?	0.0	-12.2%	-8.2%	-1.5%	-12.7%	-10.3%
CN1CCSc2ccc(C(=O)NCc3cccc(F)c3)cc21	-19.1%	37.1%	9.8%	-0.3	?	-2.8%	124.7%[activator]	1.5%	-9.6%
O=C(CCNS(=O)(=O)c1ccccc1F)N1CCN(C(c2ccccc2)c2ccccc2)CC1	nt	-1.1%	13.1%	1.0	-19.2%	nt	nt	5.0%	-6.0%
O=C(N/N=C/c1cc(Cl)cc([N+](=O)[O-])c1O)C1CC1	?	-1.4%	?	-0.4	-26.7%	-5.6%	1.6%	5.8%	6.1%
Cc1ccc(S(=O)(=O)CC(=O)Nc2sc(C)c(C)c2C(N)=O)cc1	nt	31.5%	-1.6%	-0.6	-6.7%	nt	nt	10.9%	-5.5%
O=S(=O)(Nc1ccc2c(c1)OCO2)c1cccc(Br)c1	nt	-3.1%	-11.4%	-0.6	4.6%	nt	nt	-5.7%	-19.5%
O=S(=O)(c1ccc2nc(N3CCN(c4ccccc4F)CC3)ccc2c1)N1CCCCC1	-27.0%&-25.6%	28.2%	-7.0%&-2.5%	0.4&-0.6	?	1.6%&-4.5%	-5.5%&32.8%	4.4%&9.0%	7.0%&-6.9%
O=C(O)/C=C/c1nc(-c2ccccc2)n2ccccc12	?	0.8%	?	-0.2	?	15.5%	-9.6%	-1.3%	-37.3%
CCO[C@@H]1OC(C(=O)O)=C[C@H](C)[C@H]1CCCO	1.3%	2.6%	-29.6%	0.1	12.1%	-7.6%	-4.1%	1.2%	-5.9%
O=c1ccc(NS(=O)(=O)c2ccccc2Cl)cn1Cc1ccc(Cl)c(Cl)c1	-22.9%	-6.2%	-23.8%	0.0	?	-3.2%	-16.0%	-3.0%	-2.6%
CCCCN(C)Cc1c(C)[nH]c2c(ccc3ccccc32)c1=O	45.8%	-7.4%	10.9%	-0.9	0.0%	1.6%	-9.7%	1.6%	-5.3%
CN=C1S/C(=C\c2cn(CC(=O)OC)c3ccccc23)C(=O)N1C	5.1%	-3.5%	1.3%	-0.4	-14.1%	-5.1%	-8.4%	-6.1%	-12.8%
CCOC(=O)C1CCN(C(=O)COC(=O)COc2ccc(Cl)cc2)CC1	5.7%	0.1%	48.9%[activator]	-0.4	0.0%	1.4%	-3.8%	-0.3%	-11.8%

Carrying on:
Structure	POLB inh	APE1 inh	POLI inh	TRHR ag	12-LOX inh	BLM inh	Anesthetic bind	ERG Ets-DNA blk	Pol kappa inh
CC(C)c1ccc(NC2CCCN(C(=O)CCCn3cncn3)C2)cc1 (configuration not stated)	38.1%	19.3%	21.0%	-0.2	-0.8%	-6.0%	-12.5%	6.7%	-0.8%
CC(C)Cn1nc(C(=O)OCC(=O)NCC(F)(F)F)c2ccccc2c1=O	-1.0%	-3.0%	31.1%	0.5	-6.2%&-21.6%	-4.5%	-6.1%	2.5%	-16.5%
Cc1ccc(NC(=O)CSc2nccn2Cc2ccco2)cc1	38.3%	0.4%	4.5%	3.0	-2.2%	2.1%	-9.3%	7.7%	-4.0%
Cn1c(N)c(C(=O)CSc2nnc(C3CC3)n2Cc2ccccc2)c(=O)[nH]c1=O	nt	3.2%	-11.3%	0.7	?	nt	nt	-8.3%	6.9%
CCC(C)Sc1ccc(-c2nc3ccc(C)cn3c2NCc2ccccc2)cc1 (configuration not stated)	nt	9.0%	-12.8%	nt	-6.9%&-26.0%	nt	nt	9.4%	9.2%
CCOc1c(Br)cc(/C=C2\C(=O)N(CCC#N)N=C2C)cc1OC	7.3%	-1.6%	0.794µM*	-0.8	?	1.3%	1.0%	3.6%	-8.1%
O=C(Cc1c(F)cccc1Cl)N/N=C/c1cccnc1	14.3%	16.5%	5.7%	0.6	31.4%[activator]	-1.3%	-9.7%	-4.3%	-8.1%
O=C(CSc1nc2ccccc2n1CC(=O)N1CCCC1)N1CCN(C(=O)c2ccco2)CC1	18.5%	-3.0%	0.5%	-0.3	19.6%	-10.9%	0.6%	nt	-0.5%
O=C(COC(=O)c1cncc(Br)c1)NCCC1=CCCCC1	5.5%	8.3%	-0.5%	-0.1	?	-8.2%	-10.0%	-7.9%	-4.1%
CC[C@@]1(C(=O)OC)N[C@H](CN(C)C(=O)C2CCCCC2)[C@@H]2C(=O)N(Cc3ccccc3)C(=O)[C@@H]21	nt	0.1%	?	nt	-15.0%	nt	nt	-19.7%	-11.5%
Cc1ccc(S(=O)(=O)C(C#N)c2nc3ccccc3nc2OC(C)C)cc1 (configuration not stated)	2.1%	12.1%	27.7%	0.0	?	-0.4%	-7.8%	2.9%	4.0%
Cc1ccc2c(c1)c1c(n2C)C(C(N)=O)CCC1 (configuration not stated)	26.9%	1.8%	-4.7%	0.7	-18.2%	-8.4%	2.1%	-2.1%	2.1%
O=C1CCCCC1c1cccc2ccccc12 (configuration not stated)	2.1%	2.9%	115.2%[activator]	0.3	-6.4%	-0.3%	?	-10.5%	-7.4%
O=c1[nH]c2ccc(S(=O)(=O)NCCO)cc2[nH]1	50.0%	17.8%	69.8%[activator]	0.8	?	6.2%	0.3%	3.0%	-13.5%
CCOCCn1c(N2CCCC2)nc2c1c(=O)n(C)c(=O)n2C	35.6%	4.0%	0.1%	0.3	3.0%	-7.7%	-0.4%	5.8%	-9.4%
Cc1ccnc(NC(=O)Nc2ccc3c(c2)N(C)C(=O)CS3)c1	-0.9%	?	-3.8%	-1.8	-1.6%	-9.7%	4.3%	-6.4%	-16.3%
Cc1cc(C)c(C#N)c(SCc2ccccc2)n1	14.0%	22.8%	-1.8%	0.3	-20.0%	-2.4%	-4.3%	-2.3%	-0.2%
CC(OC(=O)CCN=C1NS(=O)(=O)c2ccccc21)C(=O)NC1CCCCC1C (configuration not stated)	nt	16.2%	26.1%	0.3	2.8%	nt	nt	?	4.1%
CCc1nnc(NC(=O)C2(C)COC(c3ccc(OC)cc3)OC2)s1 (configuration not stated)	-2.0%	6.9%	101.4%[activator]	-4.2	4.9%	-2.2%	-5.6%	6.0%	-19.5%
